Screening data (PubChem)
D3 ag = qHTS of D3 Dopamine Receptor Agonist: qHTS | D3R DiscoveRx beta-arrestin cells, luminescence, 90 min | max activation, % | 0.58% of 410,000 active | AID 652048, 2013; in the data active = max activation above about 30%; note: 0% is about no effect; mostly tested at two doses, the higher about 12 µM
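Cells at 1500/well, incubated overnight, then treated with pinned compounds (dopamine as control) for 90 min at 37 degrees C. DiscoveRx reagent added for 30 - 60 minutes at room temperature; luminescence read.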
PLK1 PBD block = qHTS for Inhibitors of PLK1-PDB (polo-like kinase 1 - polo-box domain): Primary Screen. Plk1 PBD binding of FITC phosphopeptide, fluorescence polarization. 2.8% of 360,000 active. Potency, µM, for the others: max response, negative = inhibition, hits mostly inhibitors. AID 720504, 2013; note: potency is the fitted concentration of half-maximal effect; series mostly up to about 57 µM; % is set by controls: 0 for no effect and ±100 for the full control effect; nearly all actives have a fitted effect of over 65% in size
Target sequence (P53350 whole entry, looked up, the tested form may be a part): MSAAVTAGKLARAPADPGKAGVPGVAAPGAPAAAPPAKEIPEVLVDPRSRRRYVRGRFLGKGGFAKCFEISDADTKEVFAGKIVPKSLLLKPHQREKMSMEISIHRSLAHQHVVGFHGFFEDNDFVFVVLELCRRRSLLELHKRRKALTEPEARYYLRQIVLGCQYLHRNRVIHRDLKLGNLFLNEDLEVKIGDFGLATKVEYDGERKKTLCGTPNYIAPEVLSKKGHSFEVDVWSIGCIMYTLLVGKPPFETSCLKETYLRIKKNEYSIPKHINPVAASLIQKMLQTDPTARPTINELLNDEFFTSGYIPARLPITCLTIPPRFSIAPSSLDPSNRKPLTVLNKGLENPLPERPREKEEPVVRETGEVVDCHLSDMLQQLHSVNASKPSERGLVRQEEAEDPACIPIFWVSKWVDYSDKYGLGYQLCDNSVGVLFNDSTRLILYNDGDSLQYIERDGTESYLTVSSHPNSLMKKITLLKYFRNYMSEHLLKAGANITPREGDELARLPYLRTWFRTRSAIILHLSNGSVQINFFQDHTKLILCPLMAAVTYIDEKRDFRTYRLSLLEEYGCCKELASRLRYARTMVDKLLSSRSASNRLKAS
WRN helicase inh = qHTS for Inhibitors of WRN Helicase | Bifunctional 3'-5' exonuclease/ATP-dependent helicase WRN (Homo sapiens), Q14191 | WRN helicase unwinding, fluorescent forked duplex, kinetic | Potency, µM (series often up to 114 µM), for inactives: top-dose activity change, negative = inhibition, most hits filed as inhibitors | 0.46% of 360,000 active; note: potency is the fitted concentration of half-maximal effect; % is set by controls: 0 for no effect and ±100 for the full control effect; nearly all actives have a fitted effect of over 55% in size
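Kinetic fluorescence helicase assay: unwinding of a quenched forked DNA duplex (100 nM final) with 2 mM ATP final raises red fluorescence (525/598 nm). Compounds sat 15 min at room temperature with 20 nM WRN beforehand.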
D3 antag = qHTS of D3 Dopamine Receptor Antagonist: qHTS. D(3) dopamine receptor (Homo sapiens), P35462. D3R cells, DiscoveRx beta-arrestin luminescence, antagonist mode; stronger effect = lower value. max response, negative = inhibition, %. 2.5% of 360,000 active; in the data active = max response below about -50%; inconclusive = no clear call, values can overlap the other calls; note: % is set by controls: 0 for no effect and ±100 for the full control effect; mostly tested at two doses, the higher about 12 µM
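Cells plated overnight at 1500 cells/well, then exposed to library compounds with dopamine controls for 90 minutes at 37 degrees C. DiscoveRx reagent added for 30–60 minutes at room temperature; luminescence read, quantitative HTS format.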
GLP-1R agonist = qHTS of GLP-1 Receptor Agonists; Glucagon-like peptide 1 receptor (Homo sapiens), P43220; HEK293 GLP-1R CRE-luciferase, luminescence, 4-6 h; cells express a hypersensitive GLP-1R form; Potency, µM (top dose mostly 45.6 µM), for inactives: top-dose activation, actives largely listed as activators; 0.007% of 380,000 active; note: potency is the fitted concentration of half-maximal effect; % of control where 0% means no effect
Target sequence (P43220 whole entry, looked up): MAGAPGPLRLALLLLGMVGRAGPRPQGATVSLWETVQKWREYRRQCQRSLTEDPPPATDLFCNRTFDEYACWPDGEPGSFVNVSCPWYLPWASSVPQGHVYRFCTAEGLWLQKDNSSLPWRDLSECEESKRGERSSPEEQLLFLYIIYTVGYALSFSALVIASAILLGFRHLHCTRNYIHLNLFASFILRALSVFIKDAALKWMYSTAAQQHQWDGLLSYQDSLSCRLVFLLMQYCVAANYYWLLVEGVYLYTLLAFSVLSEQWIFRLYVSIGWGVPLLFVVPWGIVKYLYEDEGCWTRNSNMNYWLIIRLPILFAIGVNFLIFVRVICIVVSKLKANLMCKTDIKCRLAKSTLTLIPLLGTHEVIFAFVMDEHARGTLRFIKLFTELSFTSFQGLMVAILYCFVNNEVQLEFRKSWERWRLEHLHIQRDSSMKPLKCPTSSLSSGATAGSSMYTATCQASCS
PI5P4Ka inh = qHTS for Inhibitors of phosphatidylinositol 5-phosphate 4-kinase (PI5P4K) | AID 652105, 2013 | 1.2% of 330,000 active | PI5P4Kalpha enzyme, ADP-Glo luminescence, 60 min; stronger effect = lower value | max response, % | Phosphatidylinositol 5-phosphate 4-kinase type-2 alpha (Homo sapiens), P48426; active = max response of -50% or lower; inconclusive = between -30% and -50%; inactive = -30% or higher; note: value at the top dose of about 77 µM; % is set by controls: 0 for no effect and ±100 for the full control effect
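qHTS, 1536-well: enzyme/substrate mix, compound by pin tool, 5 microM ATP final; RT 60 min; ADP-Glo reagents 1 (45 min) then 2 (30 min); luminescence.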
GLP-1R inv ag = qHTS of GLP-1 Receptor Inverse Agonists (Inhibition Mode) | Glucagon-like peptide 1 receptor (Homo sapiens), P43220 | HEK293 GLP-1R CRE-luciferase, luminescence, 24 h; GLP-1R form is constitutively active | Potency, µM (top dose mostly 38.3 µM), for inactives: at the top dose activity change, negative = inhibition, usual class: inhibitors | 1.6% of 410,000 active; note: potency is the fitted concentration of half-maximal effect; % is set by controls: 0 for no effect and ±100 for the full control effect; nearly all actives have a fitted effect of over 55% in size
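GLP-1R inverse agonism mode: basal reporter luminescence in engineered HEK293 cells measured after one day of compound exposure at 37 deg C, with a 12 min room-temperature detection step.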
HEK293 tox = qHTS of GLP-1 Receptor Inverse Agonists: Cytotox Screen; HEK293 cAMP-luciferase reporter cells, luminescence, 24 h; Potency, µM (highest dose often 38.3 µM), without a hit: at the highest dose activity change, negative = inhibition, most hits filed as inhibitors; 0.13% of 410,000 active; AID 624418, 2012;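 note: loss of luciferase light is scored as toxicity; potency is the fitted concentration of half-maximal effect; % is set by controls: 0 for no effect and ±100 for the full control effect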
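Luminescence readout: signal drop marks cytotoxicity. Plated cells grew 12 h at 37 °C, 5% CO2, received 23 nL compound for 24 h, then got luciferase reagent, read after 12 min at RT.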
IL2 activator = qHTS of IL-2 Activators; IL-2 activation reporter assay, cell-based qHTS; stimulated with anti-CD3/CD4/CD28 beads; in transgenic mouse T cells; activation, % (series mostly up to about 46 µM); 0.065% of 360,000 active; AID 652025, 2013; in the data active = activation above about 50%; inconclusive = mostly about 30% to 49%; note: 0% is about no effect
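Quantitative HTS in unstimulated transgenic mouse T cells, with memory T cells as non-tolerant control and PMA/ionomycin as tolerance-bypass control. Compound pretreatment lasted 60 minutes before 18 h bead stimulation; EGFP/DsRed fluorescence read.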
Starred values were filed as active, the others as inactive; ? = inconclusive; . = not tested or not shown; & = joins results of further samples; [ ] = another dose, or the depositor's remark. Unless noted, calls come from the whole dose curve; as a rule, active = well fitted curve in the direction sought with a large enough effect; inconclusive = small, poorly fitted or top-dose-only effect, or another doubt; inactive = no such curve, though single readings can be large; an effect the other way counts as inactive or inconclusive.

Start of the listing, in advance, 2 compounds:
SMILES	D3 ag	PLK1 PBD block	WRN helicase inh	D3 antag	GLP-1R agonist	PI5P4Ka inh	GLP-1R inv ag	HEK293 tox	IL2 activator
COC(=O)c1nc2n(n1)C(c1ccc(OC)c(OC)c1OC)C1=C(CCCC1=O)N2 (stereo not given)	-3	-6%	1%	-8	-2%	9	1%	1%	-0.2
O=S(=O)(c1ccccc1)c1nc(-c2ccccc2)oc1NCCCN1CCOCC1	-8	-4%	-11%	-64*	19%	3	-6%	1%	0.1

The listing, repeating the preview:
SMILES	D3 ag	PLK1 PBD block	WRN helicase inh	D3 antag	GLP-1R agonist	PI5P4Ka inh	GLP-1R inv ag	HEK293 tox	IL2 activator
COC(=O)c1nc2n(n1)C(c1ccc(OC)c(OC)c1OC)C1=C(CCCC1=O)N2 (stereo not given)	-3	-6%	1%	-8	-2%	9	1%	1%	-0.2
O=S(=O)(c1ccccc1)c1nc(-c2ccccc2)oc1NCCCN1CCOCC1	-8	-4%	-11%	-64*	19%	3	-6%	1%	0.1
COc1ccc(Cc2nnc(SCC(=O)Nc3ccc(N4CCOCC4)cc3)o2)cc1	-6	8%	0%	3	12%	-3	28%	-12%	-1.5
CCCNC(=O)C1CCN(S(=O)(=O)c2ccc(-c3nn[nH]n3)cc2)CC1	-6	-10%	-2%	-10	-2%	.	8%	5%	-1.7
CC1=CC(=O)CC(C)(C)C1(O)/C=C/C(C)=C/C(=O)O (stereo not given)	4	2%	.	15	-2%	11	7%	-5%	-1.3
Cc1cc(SCC(=O)NN)c2cc(Br)ccc2n1	-7	?	-11%	-17	6%	-29	29%	?	-0.6
CCOc1ccc(S(=O)(=O)/N=C(\N)c2ccccc2)cc1	4	-14%	-4%	-15	14%	-6	-19%	10%	-2.8
S=c1[nH]nc(-c2ccc(Cl)cc2)n1-c1ccc2c(c1)OCCO2	-5	-11%	7%	-13	1%	4	-9%	?	-0.2
CN(CCOC(=O)c1cccc(Br)c1)C(C)(C)C	-18	-9%	-4%	0	-4%	-2	9%	-2%	1.2
O=C(NCc1ccco1)c1ccc(N2CCCC2=O)cc1	8	0%	-10%	13	2%	0	34%[activator]	-10%	-0.8
O=C(COC(=O)c1ccco1)NCc1ccc(F)cc1	13	1%	7%	10	11%	1	8%	2%	0.0
O=c1c2ccccc2nc(-c2cccs2)n1-c1cccc2ccccc12	1	0%	-3%	-9	-1%	3	?	?	-4.6
CC1(C)CC2(CCCN3C(=O)CSC32)CCS1 (stereo not given)	-12	-4%	-4%	23	10%	1	-4%	-11%	0.3
O=C(O)CCC(C(=O)O)n1c(O)c(C2=c3ccccc3=NC2=O)sc1=S (stereo not given)	-9	-11%	-21%	-103*	-2%	-15	?	-7%	-3.4
Cc1cccc(N2CC(c3nc4ccccc4[nH]3)CC2=O)c1 (stereo not given)	1	-5%	1%	-9	12%	-7	18%	-1%	-1.9
O=C(COC(=O)c1ccc(Cl)c(Cl)c1)Nc1cccnc1Cl	-1	5%	-2%	10	8%	7	3%	-5%	0.2
Cc1ccccc1OCCC(=O)OCC(=O)NCCc1ccc(S(N)(=O)=O)cc1	5	4%	2%	19	6%	-6	19%	-23%	0.7
O=C(N/N=C/c1ccccc1O)c1cc[n+]([O-])cc1	3	-23%	8%	9	0%	1	1%	-6%	-0.2
COc1ccc(-c2noc(CN(C)CCC3CCCCO3)n2)cc1 (stereo not given)	35*	-6%	1%	10	3%	4	?	18%	-2.9
c1ccc(Oc2ccccn2)cc1	-6	-5%	2%	-5	9%	-4	0%	6%	0.2

Compound profiles, as listed above. Order of values: D3 ag | PLK1 PBD block | WRN helicase inh | D3 antag | GLP-1R agonist | PI5P4Ka inh | GLP-1R inv ag | HEK293 tox | IL2 activator
Record of O=C(COC(=O)c1ccc(Cl)c(Cl)c1)Nc1cccnc1Cl = -1 | 5% | -2% | 10 | 8% | 7 | 3% | -5% | 0.2
Record of Cc1cc(SCC(=O)NN)c2cc(Br)ccc2n1 = -7 | ? | -11% | -17 | 6% | -29 | 29% | ? | -0.6

Further entries.
SMILES	D3 ag	PLK1 PBD block	WRN helicase inh	D3 antag	GLP-1R agonist	PI5P4Ka inh	GLP-1R inv ag	HEK293 tox	IL2 activator
CC1(C)CC(=O)C2=C(C1)OC(N)=C(C#N)C2c1cccs1 (stereo not given)	-8	-12%	5%	-11	0%	-22	5%	-5%	-0.3
COCCC(=O)N1CCC(Oc2ccc(C(=O)NC3CCCCC3)cc2)CC1	7	-11%	6%	2	5%	2	20%	26%	0.0
Cc1ccc2c3c1C1(C(=O)N3C(C)(C)CC2C)C(C#N)=C(N)Oc2cc(O)ccc21 (stereo not given)	2	?	-6%	?	-7%	-1	?	-29%	-2.5
CCCCc1c(-c2ccc(OC)cc2)ncn1CCc1ccccc1OC	14	1%	-4%	30	-5%	-1	?	-24%	-0.9
CC(=NOC(=O)c1ccc(F)cc1)c1nccs1	-5	-6%	9%[57.1 µM]	?	-3%	-8	10%	2%	0.8
CCOC(=O)C1CCCN(C(=O)c2cc(-c3ccccc3)nc3ccccc23)C1 (stereo not given)	2	-2%	-6%	1	6%	0	0%[7.66 µM]	0%[7.66 µM]	2.2
CCCCn1c(=N)n(CC(=O)C(C)(C)C)c2ccccc21	-6	-1%	-6%	?	10%	6	?	?	0.5
CCOC(=O)c1sc(NC(=O)c2ccco2)nc1-c1ccccc1	-9	-16%	-2%	0	0%	-7	7%	2%	1.0
Cc1ccc(OCC(=O)Nc2ccc3c(c2)OC(F)(F)O3)c([N+](=O)[O-])n1	2	0%	0%	1	-4%	-1	10%	-2%	-2.3
COc1cc(NC(=O)c2ccc(C)cc2)ccc1NC(=O)c1cc2ccccc2o1	7&-1	-4%	5%	8	2%	8	3%&18%	4%&13%	1.1
COc1ccccc1NC(=O)CCSc1nnc(-c2ccc(O)cc2)o1	5	-2%	1%	13	18%	0	?	-4%	2.2
Nc1cc(=O)[nH]c(=S)n1-c1ccccc1	2	-16%	-6%	?	20%	2	13%	0%	0.6
Nc1nc(CN2CCc3ccccc3C2)nc(Nc2ccccc2)n1	-17	-16%	1%[57.1 µM]	?	8%	-5	-16%	?	-2.5
COc1ccc(Cl)cc1C(=O)NC1=NCCS1	-5	-14%	-7%	-5	11%	-4	8%	17%	0.4
COC(=O)C(NC(=O)CCC(=O)N[C@@H](C(=O)OC)c1ccccc1)c1ccccc1 (stereo not given in full)	3	-11%	0%	5	6%	2	5%	4%	0.5
COc1ccc(OC)c(NC(=O)Cn2nc(C)c3ccccc3c2=O)c1	-6	-3%	2%	-14	-1%	1	9%	-7%	2.3
Nc1nnc(SCc2c(F)cccc2Cl)s1	-4	1%	-5%	-4	9%	0	21%	10%	-1.8
Cc1ccc(C(O)c2ncc(-c3cccc(C(F)(F)F)c3)[nH]2)cc1F (stereo not given)	-14	-7%	-10%	-2	8%	2	?	-4%	-1.0
COC(=O)C1=CO[C@@H](OC2OC(CO)C(O)C(O)C2O)[C@@H]2C(CO)=CC[C@H]12 (stereo not given in full)	-8	-4%	-6%	18	-5%	-2	7%	0%	-0.3
Cc1cc2c(s1)CCCCC(=O)N2	3	2%	15%	40	0%	-5	3%	-12%	0.8
O=C(COc1ccc2ccc(=O)oc2c1)Nc1ccc(N2CCCCC2)cc1	1	-3%	-3%	-4	12%	1	8%	-6%	-1.0
CC(=O)c1ccc(OC(=O)CCN2c3ccccc3Sc3ccccc32)cc1	-3	-16%	3%	-23	-2%	14	-1%	28%	-0.5
CCCCN(C(=O)/C=C/c1ccc(OC)cc1)C1CCS(=O)(=O)C1 (stereo not given)	0	0%	-7%	5	8%	-2	10%	11%	-4.9
COc1cc(C(=O)OC(C)CN2C(C)CCCC2C)cc(OC)c1OC (stereo not given)	4	-25%	1%	15	-2%	-5	-5%	-2%	0.4
CN(C(=O)COC(=O)c1ccc([N+](=O)[O-])cc1N)c1ccccc1	1	26%	11%	12	2%	7	11%	-4%	77*
Cc1ccc(NC(=O)CN2CCN(C(=O)C3CC3)CC2)c(F)c1	-5	-7%	4%	-13	7%	6	0%	-19%	-0.1
O=C(CCc1ccccc1)c1ccc2c(c1)OCCCO2	1	0%	-5%	43	4%	4	-2%	3%	3.2
Cc1c2ccccc2nc2ccccc12	-8	-3%	-12%	0	6%	-7	9%	26%	-1.2
COc1ccc(-c2nc3ccccc3s2)cc1NC(=O)c1ccccc1F	-2	.	.	.	8%	.	12%	-1%	.
Cc1csc(NC(=O)CSC2=NS(=O)(=O)c3ccccc3N2)n1	2	-13%	-8%	7	4%	-1	7%	-2%	-2.1
Cc1ccc(C(=O)CCC(=O)N2CCN(c3ccc(F)cc3)CC2)cc1	-2	-2%	4%	-25	-2%	-6	-28%	-4%	1.4
CN1CCN(c2ccc(C(=O)NC3CCCCC3)cc2[N+](=O)[O-])CC1	0	4%	6%	-3	-7%	0	?	-5%	-0.8
COCCCN1C(=O)c2ccc(C(=O)OCC(=O)N3CCN(c4ccccc4)CC3)cc2C1=O	0	-5%	-6%	2	10%	8	0%	0%	-3.2
CC(NC(=O)c1ccc(N(C)C)cc1)C(c1cccs1)N1CCN(C)CC1 (stereo not given)	1	-2%	-4%	10	-2%	.	14%	-8%	-1.2
O=C(CC12CC3CC(CC(Br)(C3)C1)C2)Nc1nncs1	1	0%	4%	4	8%	1	6%	-1%	0.2
Cc1[nH]c2ccccc2c1C(O)c1ccncc1 (stereo not given)	-3	-12%	13%	1	-1%	-6	8%	1%	-1.4
CC(C)(C)NC(=O)CN(C(=O)c1snc(C(=O)NC2CCCCC2)c1N)c1ccccc1F	8	1%	1%	2	8%	4	?	2%	2.9
O=C(COc1cccc2cccnc12)N/N=C1\SCC(=O)N1Cc1ccco1	4	-9%	-19%	0	7%	2	8%	-2%	-0.2
